DAX1 inh-1 = inhibitors of human orphan nuclear receptor DAX1 (NR0B1). actives 0.99% (n = 340,000). AID 504766. P51843. inhibition, % at 6.75 µM. HEK293 Gal4-DAX1 luciferase reporter, luminescence;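 active = inhibition above the mean over all tested compounds plus 3 SD, cut at about 4.2% in these data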;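 also: 0% = DAX1-transfected cells with DMSO and 100% = empty-vector control cells with DMSO; inhibition shows as a rise in luminescence from relieved DAX1 repression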
ADAM10 inh = ADAM10 inhibition, QFRET primary screen; O14672; recombinant ADAM10, EDANS/DABCYL FRET peptide cleavage, 3 h; inhibition, % at 7 µM; actives 0.62% (n = 370,000); AID 720582;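 active = inhibition above a per-campaign cutoff equal to the mean of compounds falling between control-based bounds plus 3 SD, cut at about 20% in these data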;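 also: 0% = DMSO wells while the 100% control is not disclosed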
Target sequence (O14672 214-748 limits assumed): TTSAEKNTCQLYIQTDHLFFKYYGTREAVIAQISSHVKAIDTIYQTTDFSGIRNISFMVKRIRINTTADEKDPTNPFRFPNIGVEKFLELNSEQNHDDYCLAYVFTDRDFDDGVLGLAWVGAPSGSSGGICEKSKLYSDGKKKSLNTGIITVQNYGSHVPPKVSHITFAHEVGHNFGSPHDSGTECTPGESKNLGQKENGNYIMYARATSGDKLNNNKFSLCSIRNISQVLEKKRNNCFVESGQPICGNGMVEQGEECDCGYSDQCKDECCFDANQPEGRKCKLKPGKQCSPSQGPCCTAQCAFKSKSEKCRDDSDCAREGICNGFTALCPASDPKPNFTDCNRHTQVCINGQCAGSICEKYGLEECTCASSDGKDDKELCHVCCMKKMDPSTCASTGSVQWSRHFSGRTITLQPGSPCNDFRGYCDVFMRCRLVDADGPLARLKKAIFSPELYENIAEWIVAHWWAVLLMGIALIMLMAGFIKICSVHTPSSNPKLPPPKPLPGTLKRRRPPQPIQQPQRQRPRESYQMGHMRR
PLCg1 inh = blocks human PLC-gamma1 enzyme activity; actives 0.84% (n = 370,000); purified PLC-gamma1, fluorogenic substrate, fluorescence; P19174; inhibition, % at 12.2 µM; AID 720700; in the data active = inhibition above about 9.5%
hgDAF12 agonist = activates the H. glycines DAF-12 receptor ligand-binding domain; activation, % at 6.8 µM; HEK293 GAL4-hgDAF12 UAS-luciferase reporter, agonist luminescence; normalized to butyrate control; actives 1.8% (n = 370,000);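 active = activation above a cutoff set at the mean of all screened compounds plus 3 SD, cut at about 10% in these data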;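 also: 0% = DMSO wells and 100% = sodium butyrate wells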
GAA850 FXN act = frataxin GAA850 promoter activation | HEK293 lucGAA850 FXN promoter luciferase reporter, 24 h; percent of 10 µM SAHA response | activation, % at 6 µM | actives 0.56% (n = 360,000) | AID 540364;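 active = activation above the average of all compounds screened plus 3 SD, cutoff fixed separately per campaign, cut at about 7.5% in these data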;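 also: 0% = DMSO wells and 100% = 10 µM SAHA wells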
DAX1 inh-2 = DAX1 (NR0B1) inhibition, primary screen; HEK293T StAR-luciferase reporter, SF-1/DAX-1 repression relief; inhibition, % at 6.8 µM; actives 1.1% (n = 370,000); AID 652010;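 active = inhibition above the mean over all tested compounds plus 3 SD, cut at about 3.6% in these data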;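 also: 0% = DAX-1 cells with DMSO and 100% = cells lacking DAX-1 with DMSO; higher inhibition means more luminescence from relief of DAX-1 repression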
ADAM17 inh = inhibitors of human ADAM17. P78536. actives 0.83% (n = 370,000). inhibition, % at 6.95 µM. recombinant ADAM17, EDANS/DABCYL FRET peptide cleavage;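 active = inhibition above the mean of compounds lying between control limits plus 3 SD, set per campaign, cut at about 8.5% in these data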;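 also: 0% = DMSO-only wells as the low control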
PLCb3 inh = blocks human PLC-beta3 enzyme activity. actives 0.18% (n = 370,000). inhibition, % at 12.2 µM. Purified PLC-beta3, fluorogenic substrate, fluorescence; in the data active = inhibition above about 11%;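 also: 0% = median of compound wells on plate and 100% = full blocker control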
sPLA2-III inh = Blocks human group III sPLA2 activity. QFRET BODIPY PC-A2 liposome hydrolysis, fluorescence. inhibition, % at 12.2 µM. actives 0.56% (n = 370,000). AID 743126;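 active = inhibition above mean plus 3 SD of compounds lying within the high and low control bounds, cut at about 19% in these data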;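 also: 0% = median of test compound wells and 100% = no enzyme DMSO wells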
Target sequence (Q9NZ20 whole entry, looked up): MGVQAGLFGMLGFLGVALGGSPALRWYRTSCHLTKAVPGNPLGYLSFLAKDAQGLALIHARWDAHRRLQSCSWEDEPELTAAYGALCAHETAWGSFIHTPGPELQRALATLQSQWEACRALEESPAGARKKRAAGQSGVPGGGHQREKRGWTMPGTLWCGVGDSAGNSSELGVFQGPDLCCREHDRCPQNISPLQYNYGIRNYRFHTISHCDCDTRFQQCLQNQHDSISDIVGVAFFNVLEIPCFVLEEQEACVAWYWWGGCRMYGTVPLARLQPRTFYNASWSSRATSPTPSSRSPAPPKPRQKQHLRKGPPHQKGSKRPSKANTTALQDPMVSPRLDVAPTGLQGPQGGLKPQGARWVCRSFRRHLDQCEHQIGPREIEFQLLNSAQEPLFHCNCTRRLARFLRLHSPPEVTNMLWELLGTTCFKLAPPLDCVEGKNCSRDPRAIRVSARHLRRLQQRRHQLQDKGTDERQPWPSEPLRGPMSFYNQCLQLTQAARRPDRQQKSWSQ
hcDAF12 agonist = activates DAF-12 receptor from parasite H. contortus; actives 1.4% (n = 370,000); AID 652067; HEK293 hcDAF-12 lit1-tk-luc reporter, luminescence; 0% DMSO, 100% Δ7-dafachronic acid; activation, % at 6.8 µM;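 active = activation above the mean of all tested compounds plus 3 SD, cut at about 5.5% in these data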;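 also: 100% = response to 3 µM Δ7-dafachronic acid high control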
ssDAF-12 act = activates DAF-12 receptor from parasite S. stercoralis; HEK293 ssDAF-12/GRIP1 lit1-tk-luc reporter, luminescence; % of 3 µM dafachronic acid response; activation, % at 6.8 µM; actives 1% (n = 370,000);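 active = activation above the mean over all tested compounds plus 3 SD, cut at about 0.9% in these data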;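 also: 0% = DMSO-only wells and 100% = 3 µM delta7-dafachronic acid wells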
* = called active by the depositor; x = not tested or not shown. Random draw from the library; about 6.9% have a hit in one of these screens.

SMILES	DAX1 inh-1	ADAM10 inh	PLCg1 inh	hgDAF12 agonist	GAA850 FXN act	DAX1 inh-2	ADAM17 inh	PLCb3 inh	sPLA2-III inh	hcDAF12 agonist	ssDAF-12 act
COc1ccc(S(=O)(=O)N(C)CC(=O)NCc2cccnc2)cc1C	3.0	-8.2	-4.9	-2.6	2.5	0.5	-4.0	-0.9	3.5	2.0	-0.7
COc1cccc(-c2nc(CS(=O)(=O)CC(=O)NCCCN3CCOCC3)c(C)o2)c1	0.2	-1.3	0.4	-0.3	-0.5	0.0	1.1	-6.0	-3.8	-2.1	-0.9
Cc1c(C(=O)O)c(=O)n(-c2ccccc2)n1-c1ccccc1	1.1	0.5	0.6	2.3	2.9	-0.3	-2.5	-6.3	-2.2	3.0	-0.2
COc1ccc(OC)c(/C=N/Nc2cc(C)nc(N3CCOCC3)n2)c1	x	-64.2	-125.8	0.1	0.9	-0.4	-19.9	-143.1	-5.9	-2.8	-1.2
O=C(NNC(=O)c1cccs1)c1ccc(Cl)c(S(=O)(=O)N2CCCC2)c1	-1.1	-6.8	2.6	-2.3	-1.4	0.5	1.6	-4.3	-9.7	0.7	-0.5
CCOC(=O)c1c(C)[nH]c(C)c1C(=O)COc1ncnc2cc([N+](=O)[O-])ccc12	-1.9	-9.0	-9.8	-5.3	0.4	-1.7	-1.3	-22.1	-6.4	-2.1	-1.4
CC(C)c1ccc(CN2CCC2(C)C(=O)Nc2ccc3c(c2)OCO3)cc1 (centres undefined)	x	5.4	2.2	0.2	1.2	0.1	5.5	7.3	10.1	-0.9	-0.8
COc1ccc(CN(C)C(=O)C(Cc2ccccc2)NC(=O)c2ccccc2)cc1F (centres undefined)	-1.9	2.2	3.9	-5.4	-5.7	-6.4	0.9	5.4	-2.7	-3.5	-1.7
CCOc1ccc(N(CC(=O)N2CCOCC2)S(=O)(=O)c2ccc(SC)cc2)cc1	1.3	3.4	-1.9	0.2	2.4	-0.3	-2.0	-4.7	0.4	-2.1	-0.7
CCOCCc1nnc(NC(=O)C2CC(=O)N(c3ccc(OCC)cc3)C2)s1 (centres undefined)	0.2	-1.9	-5.6	-0.5	-0.2	0.1	-3.0	-7.8	4.6	-1.5	-1.6
Cn1c(N)c(C(=O)COC(=O)c2ccc3c(c2)C(=O)N(c2ccc(Cl)cc2)C3=O)c(=O)n(C)c1=O	-0.3	8.6	0.6	2.6	1.1	-0.5	-1.9	-4.5	4.3	0.9	-1.2
COc1ccccc1-c1cc(C(F)(F)F)nc(N2CCOCC2)n1	0.1	-5.4	-16.2	-0.6	-0.1	-0.8	-4.7	-18.9	-1.2	-1.9	-0.9
CN(c1cccnc1)c1ccc(NC(=O)Cc2c[nH]c3ccccc23)cc1Br	x	-28.0	-46.2	6.3	x	0.2	-10.2	-64.6	-5.5	6.5*	1.5*
COc1cccc(NC(=S)NCCCN2CCOCC2)c1	1.9	7.6	1.1	-0.1	0.2	0.1	2.6	3.2	3.7	0.1	-0.6
O=C(CCCN=C1NS(=O)(=O)c2ccccc21)OCC(=O)N1CCc2ccccc21	0.7	-2.8	-1.2	0.3	3.5	0.1	-4.3	-1.6	-1.7	0.9	-0.4
O=C(Cc1ccc(S(=O)(=O)N2CCOCC2)s1)NCCc1ccc(F)cc1	0.1	-16.7	-8.4	1.7	0.7	-0.8	-7.2	-6.3	9.8	-1.9	-1.0
Cc1ccc(N(C(=O)Cc2cccs2)C2C=CS(=O)(=O)C2)cc1Cl (centres undefined)	-0.4	-1.7	1.3	0.7	0.9	-0.2	1.6	2.1	-4.3	-1.0	-1.7
O=C1OC(c2ccccc2)=N/C1=C/c1cccc(OC(=O)c2cccs2)c1	0.8	10.9	3.9	0.0	-0.2	-0.3	1.7	0.8	2.1	-0.4	-1.3
Cn1cc(Cl)c(C(=O)Nc2cccc(Cl)c2Cl)n1	0.0	0.9	0.9	0.3	4.8	1.0	-0.5	2.9	2.9	-0.5	0.0
Cc1cccc(NC(=O)c2nc[nH]c2C(=O)N(C)CCO)c1	x	-4.7	-2.8	0.9	x	-0.3	-0.1	-6.6	1.0	-1.0	-1.4
C[C@@H]1CN([C@@H](C)CO)C(=O)c2cc(NC(=O)CCC(F)(F)F)ccc2O[C@H]1CN(C)S(=O)(=O)c1ccc(Cl)cc1	1.9	0.9	1.3	-1.5	0.9	0.0	1.8	2.0	-16.6	-1.0	-1.4
C(#CCN1CCOCC1)CCCN1CCOCC1	1.9	-7.7	2.6	-3.6	-4.9	0.1	-4.3	1.4	-0.7	-1.0	-0.8
CC(=O)c1ccc(NC(=O)CSC(=S)N2CCCC2)cc1	-0.2	-7.1	0.8	7.4	5.6	0.7	-2.9	-0.3	8.4	4.8	-0.3
O=C(Nc1ccccc1C(=O)NC1CC1)c1ccc([N+](=O)[O-])o1	-1.7	-8.8	-7.0	-1.9	0.4	-5.0	-4.7	-10.8	14.3	-0.4	-1.0
COc1ccc(OC)c(NC(=O)CCc2c[nH]c3ccccc23)c1	-0.7	1.7	2.0	-2.5	0.7	1.9	-2.1	-5.4	-46.3	-1.2	-1.2
COc1ccccc1NC(=O)CC1SC(=N)N(c2ccccc2)C1=O (centres undefined)	1.1	-11.2	3.9	-0.3	0.3	-0.2	-7.8	-5.0	-9.1	1.5	-1.6
CC(=O)Nc1cccn(Cc2c(Cl)cccc2Cl)c1=O	0.1	11.9	2.1	1.0	0.2	-0.3	-1.8	2.9	1.4	-1.6	-0.2
O=C(Nc1ccccc1)c1cc(-c2ccccc2Cl)no1	4.3*	10.5	2.5	9.5	2.8	3.0	1.9	5.0	-13.9	0.6	-0.2
O=C(NC1CC1)C1=C[C@@H](C2CCCCC2)C[C@@H](OCc2ccc(CO)cc2)O1	-0.9	5.2	3.6	0.3	1.8	-1.6	-1.6	-2.3	-9.5	-3.0	-1.3
CCc1sc(C(=O)NCc2ccco2)cc1Br	2.1	5.5	6.3	-5.4	1.5	-1.1	3.1	-5.1	-4.2	-3.1	-1.4
Cc1cc(CNC[C@H]2O[C@@H](n3cnc(C(N)=O)n3)[C@H](O)[C@@H]2O)c(C)n1-c1cccnc1	0.9	-47.9	-24.4	0.6	2.3	1.1	-3.5	-28.1	13.8	-0.2	-0.8
O=C(O)/C=C/c1cn(-c2ccccc2)nc1-c1cc2ccccc2oc1=O	3.0	-13.7	-28.8	8.0	6.0	1.2	-14.2	-48.2	1.4	-0.1	-0.5
Cc1cc([N+](=O)[O-])nn1CC(=O)NNC(=S)Nc1ccc(Cl)cc1	-0.9	8.9	0.0	1.4	-0.3	-0.6	2.2	-0.2	9.4	0.1	-1.4
Cc1ccc2nc3sc(C(=O)Nc4c(C)[nH]c(=O)[nH]c4=O)c(N)c3cc2c1	-0.1	-127.2	-56.6	-3.9	-6.9	-0.1	-40.4	-69.0	-0.7	-1.2	-1.6
Fc1ccc(N2CCN(Cc3nnc(-c4ccccc4)o3)CC2)cc1	0.6	-1.7	-1.5	-0.4	0.5	-0.2	-1.6	3.9	-1.5	0.7	-0.8
Cc1ccc(-c2csc(NC(=O)c3ccco3)n2)cc1C	4.3*	8.1	-24.1	10.3	5.1	0.1	4.7	-27.0	-7.6	4.0	0.4
CC1(C)NC(=O)N(CNc2cc(Cl)ccc2Cl)C1=O	1.5	4.7	0.1	-1.2	2.0	0.3	-2.6	0.2	4.0	5.0	-0.6
Fc1ccc(CNC(=S)NCc2ccccc2)cc1	-0.2	-6.7	1.1	-0.5	-1.6	-0.4	-2.8	-7.0	5.4	-0.6	-1.1
CC(N)C(=O)NC(C(=O)NC(C)C(=O)Nc1cccc2ccccc12)C(C)C (centres undefined)	x	-19.3	-7.8	-0.7	-3.9	-1.1	-8.3	-13.0	12.2	3.9	-0.5
COC(=O)[C@]12C[C@H](CC(=O)NCCCN3CCCC3=O)C(=O)N(Cc3cccc4ccccc34)C1=C[C@H](COCc1ccccc1)O[C@@H]2C	x	0.4	-2.6	3.9	x	-1.1	-1.4	-1.6	-14.2	-1.3	-0.7
NC(=O)C1CCN(C(=O)CCc2nc3sc4c(c3c(=O)[nH]2)CCCC4)CC1	1.0	-38.9	-20.7	0.4	-0.1	-1.0	-18.8	-28.2	3.1	-0.2	-1.2
Cc1cc(OCCn2cc(/C(N)=N/O)c3ccccc32)ccc1Cl	0.2	11.3	5.9	-1.0	1.1	-0.6	5.7	0.6	-30.0	-1.8	-1.3
Nc1ncnc(Nc2cccc(Cl)c2Cl)n1	2.2	-4.1	0.9	4.9	3.1	0.1	0.3	-3.8	-2.1	0.0	-0.6
Cc1c(C)c2ccc(OCC(=O)Nc3ccc(S(N)(=O)=O)cc3)c(C)c2oc1=O	-0.5	-159.2	-11.6	-0.7	1.2	0.2	-47.8	-27.0	0.7	-2.3	-0.6
O=C(O)c1ccccc1	1.5	-3.8	1.9	-0.1	-1.9	0.3	-1.8	5.8	-2.5	0.9	-0.2
O=c1[nH]c(C2CCN(S(=O)(=O)c3ccc(C(F)(F)F)cc3)CC2)nc2c1nnn2Cc1ccc(F)cc1	-1.1	-0.3	2.9	2.3	-3.2	0.2	-0.6	-2.9	-5.2	-1.2	-1.2
COc1ccc(CCNS(=O)(=O)c2cccc3nsnc23)cc1OC	1.0	-5.2	0.5	2.2	-0.2	0.0	-6.1	0.8	-5.0	0.1	-1.0
O=C(Nc1nnc(-c2cccs2)o1)c1cccc(C(F)(F)F)c1	-0.6	3.9	-6.4	-1.3	-2.4	-2.6	1.1	-5.2	0.2	0.7	-0.5
CCc1ccc(NC(=O)CSc2nnc(-c3ccco3)o2)cc1	-0.5	6.9	1.6	2.8	0.2	2.5	1.9	-0.1	0.4	1.1	-0.3
Cc1cc(Cl)c(S(=O)(=O)NC(C(=O)O)C(C)C)cc1OCC(=O)NC1CCCCC1 (centres undefined)	1.4	3.1	3.9	1.4	-2.3	0.4	-0.4	0.8	-4.2	-1.0	-1.5
CC1C(=O)N(Cc2cn(CCC3OCCCO3)nn2)CCS(=O)(=O)N1Cc1ccc(-c2ccccc2)cc1 (centres undefined)	0.8	-2.4	4.5	-2.5	-0.4	-0.8	4.6	5.1	-18.1	-1.7	-1.6
O=C(NCCN1CCCCCC1)C1CCN(S(=O)(=O)N2CCOCC2)CC1	-0.3	3.5	3.6	3.8	-2.0	0.2	-1.1	0.6	-2.4	-0.6	-1.4
COc1ccc(Br)cc1/C=C\C(=O)NCc1cccnc1	-0.2	-42.5	-5.7	-2.9	0.9	-0.1	-13.9	-9.4	5.0	-1.8	-1.3

Screens as filed in PubChem BioAssay.
